# High-throughput results as filed in PubChem.
# RSV antiviral HEp-2: inhibition of RSV-induced cytopathic effect – HEp-2 cells, primary 10 µM value included (AID 2391); 310,000 tested, 0.13% active; HEp-2 cells, RSV-induced CPE inhibition; higher % means a stronger effect; CPE inhibition, % at 10 µM; hits with a dose series show IC50 in µM; in the data active = a potency from the dose series; also: strong numbers were not always called active
# ER stress rescue: protection against thapsigargin-triggered cell killing – 384-well, CSM14.1, ATP luminescence, primary screen (AID 1222); CSM14.1 thapsigargin-induced death rescue, ATP luminescence; higher % means a stronger effect; one-dose cellular ATP content (survival), % at 20 µM; EC50 in µM for titrated hits; 190,000 tested, under 10 active;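 active = EC50 below 50 µM in the dose-response confirmation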;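 also: death triggered by thapsigargin at about 15 µM added after 2 h compound pretreatment; cell ATP read after overnight thapsigargin exposure of roughly 18 to 22 hours; normalized against plate controls of thapsigargin alone and 5% DMSO vehicle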
# Dengue-2 NS5 capping: flavivirus cap methylation enzyme inhibition – biochemical, confirmation dose response, primary screen (AID 588689); Dengue-2 NS5 methyltransferase capping enzyme assay, biochemical; higher % means a stronger effect; one-dose inhibition, % at 25 µM; IC50 in µM for titrated hits; 340,000 tested, 0.3% active; in the data active = a potency from the dose series
# West Nile virus CPE: West Nile virus antiviral activity, cell-based, CPE readout (AID 1621); West Nile virus-infected cells, CPE inhibition; higher % means a stronger effect; CPE inhibition, % at 10 µM; hits with a dose series show IC50 in µM; 290,000 tested, 0.02% active; in the data active = a potency from the dose series; also: strong numbers were not always called active
# LYP phosphatase: PTPN22 lymphoid phosphatase activity blockers – biochemical, fluorescence intensity, uHTS (AID 1779); recombinant LYP phosphatase, fluorescence intensity; higher % means a stronger effect; inhibition, % at 11.5 µM, or IC50 in µM where a hit was titrated; 290,000 tested, 0.054% active; in the data active = inhibition above about 50%;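 also: plate controls were vehicle with enzyme for no effect and no enzyme for full effect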
# GPR35 arrestin U2OS: GPR35 antagonists blocking zaprinast-driven arrestin recruitment, primary screen, imaging, U2OS, beta-arrestin-GFP, zaprinast agonist (AID 2058). inhibition, % at 10 µM, or IC50 in µM where a hit was titrated. U2OS GPR35 beta-arrestin-GFP translocation imaging, zaprinast antagonism; higher % means a stronger effect. 290,000 tested, 0.052% active;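 active = inhibition of at least 50% with at least 30 cells and total cytoplasm GFP at most 10,000,000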
# MgcRacGAP inhibition: MgcRacGAP GTPase-activating activity inhibitors, confirmation, biochemical, ADP Hunter fluorescence; 340,000 tested, 0.6% active; AID 624330; MgcRacGAP-stimulated Rac1 GTP hydrolysis, ADP Hunter fluorescence; higher % means a stronger effect; GST-tagged Rac1 F28L mutant substrate; one-dose inhibition, % at 30 µM; IC50 in µM for titrated hits;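 active = first-screen hits whose inhibition reached a set limit at any dose in the follow-up dose series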;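 also: fluorescence reports GDP produced by GAP-driven GTP hydrolysis; strong numbers were not always called active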
# SV40 large T antigen: TAg ATPase/helicase activity blockers – biochemical (AID 1903). SV40 large T antigen ATPase/helicase inhibition assay; higher % means a stronger effect. inhibition, % at 20 µM, or IC50 in µM where a hit was titrated. 310,000 tested, 0.39% active; in the data active = a potency from the dose series; also: strong numbers were not always called active
# Salmonella PhoP GFP: inhibitors of PhoP regulon expression, primary screen, Salmonella Typhimurium, GFP reporter (AID 1863) | S. Typhimurium PhoP-regulated promoter GFP reporter, 4 h; higher % means a stronger effect | one-dose inhibition, % at 50 µM; IC50 in µM for titrated hits | 300,000 tested, 0.16% active;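 active = inhibition over 29.93%, a cutoff 3 SD above the screen mean, later confirmed by dose response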;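 also: 0% = low Mg2+ inducing control and 100% = high Mg2+ repressing control; strong numbers were not always called active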
# Dengue-2 NS5 capping pilot replicate: second read-out of Dengue-2 NS5 capping, no call of its own (marks repeat the call); inhibition, %; measured here: pilot screen replicate inhibition
# Starred values were filed as active, the others as inactive; x = not tested or not shown.
SMILES,RSV antiviral HEp-2,ER stress rescue,Dengue-2 NS5 capping,West Nile virus CPE,LYP phosphatase,GPR35 arrestin U2OS,MgcRacGAP inhibition,SV40 large T antigen,Salmonella PhoP GFP,others
COc1ccccc1C(=O)Nc1ccccn1,1.0%,x,-3%,0.1%,-1%,-18%,1%,-5%,8%,
O=C(c1cnccn1)N1CCN(C/C=C/c2ccccc2)CC1,2.0%,1.1%,-4%,-0.3%,-8%,9%,1%,1%,-9%,
CCOC(=O)CNc1nc(-c2ccncc2)nc2ccccc12,2.6%,-2.1%,-6%,-0.1%,-6%,1%,9%,x,12%,
O=C(CN1CCN(c2cccc(Cl)c2)CC1)N1CCCC1,0.1%,0.6%,-7%,-0.5%,1%,10%,11%,6%,14%,
O=C(c1ccccc1)N1CCN(c2ccc([N+](=O)[O-])c(NCc3cccnc3)c2)CC1,1.6%,2.1%,-13%,0.1%,-1%,-1%,8%,-4%,15%,
O=C(Nc1ccc(F)cc1)N1CCN(c2ccc(F)cc2)CC1,1.0%,1.4%,0%,-0.4%,-5%,10%,4%,11%,-7%,
CC(C)(C)c1ccc(C(=O)NCc2nnc(SCC(=O)N3CCCc4ccccc43)n2-c2ccccc2)cc1,0.6%,-2.0%,-7%,0.2%,2%,8%,6%,6%,-9%,
Cc1ccc(/C=N/NC(=O)c2ccc(-n3cccc3)cc2)o1,1.5%,x,-3%,-0.6%,1%,-8%,6%,13%,-7%,
Cc1cc(C)cc(C(=O)NCC(=O)OCC(=O)N2c3ccccc3NC(=O)C2(C)C)c1,0.9%,1.4%,-3%,0.3%,-10%,-2%,12%,11%,-1%,
CCOC(=O)c1sc2ncn(CC(=O)N(CC)CC)c(=O)c2c1C,1.4%,-0.6%,1%,-0.1%,-3%,-4%,-2%,9%,-1%,

# Structures listed so far that contain a carbonyl joined to an NH by a bond outside any ring:
SMILES,RSV antiviral HEp-2,ER stress rescue,Dengue-2 NS5 capping,West Nile virus CPE,LYP phosphatase,GPR35 arrestin U2OS,MgcRacGAP inhibition,SV40 large T antigen,Salmonella PhoP GFP,others
COc1ccccc1C(=O)Nc1ccccn1,1.0%,x,-3%,0.1%,-1%,-18%,1%,-5%,8%,
O=C(Nc1ccc(F)cc1)N1CCN(c2ccc(F)cc2)CC1,1.0%,1.4%,0%,-0.4%,-5%,10%,4%,11%,-7%,
CC(C)(C)c1ccc(C(=O)NCc2nnc(SCC(=O)N3CCCc4ccccc43)n2-c2ccccc2)cc1,0.6%,-2.0%,-7%,0.2%,2%,8%,6%,6%,-9%,
Cc1ccc(/C=N/NC(=O)c2ccc(-n3cccc3)cc2)o1,1.5%,x,-3%,-0.6%,1%,-8%,6%,13%,-7%,
Cc1cc(C)cc(C(=O)NCC(=O)OCC(=O)N2c3ccccc3NC(=O)C2(C)C)c1,0.9%,1.4%,-3%,0.3%,-10%,-2%,12%,11%,-1%,

# Next part
SMILES,RSV antiviral HEp-2,ER stress rescue,Dengue-2 NS5 capping,West Nile virus CPE,LYP phosphatase,GPR35 arrestin U2OS,MgcRacGAP inhibition,SV40 large T antigen,Salmonella PhoP GFP,others
O=C(c1ccc(Oc2ccc(C(F)(F)F)cn2)cc1)N1CCN(c2ccccc2)CC1,0.3%,6.0%,9%,-0.8%,-9%,-3%,-4%,7%,-10%,
O=C(Nc1ccnn1C1CCN(CC2CC=CCC2)CC1)c1ccccc1 (stereo not drawn),x,x,-5%,-0.2%,-4%,12%,6%,x,x,
O=C(N/N=C\C=C\c1ccco1)c1cc(-c2ccc3ccccc3c2)n[nH]1,2.2%,-2.1%,4%,-0.7%,27%,9%,23%,31%,-16%,
Cc1ccc(NC(=O)Cc2n[nH]c(=S)n2C)cc1,0.0%,1.0%,-7%,x,-4%,11%,-2%,21%,3%,
Cc1nc(SCc2ccc(C(=O)O)cc2)c2c(C)c(C)sc2n1,2.3%,x,-5%,0.6%,-9%,-8%,9%,7%,-7%,
O=C(CCc1ccccc1)NCCC1=CCCCC1,0.3%,-0.6%,-5%,-0.2%,-3%,12%,0%,5%,-3%,
Cn1c(SCC(=O)Nc2ccc3c(c2)oc2ccccc23)nnc1-c1ccccc1,0.3%,2.3%,9%,0.7%,-1%,3%,-1%,13%,0%,
CC1CCN(CC(=O)N2c3ccccc3CCc3ccccc32)CC1,-1.3%,-2.0%,-3%,-1.3%,-32%,-6%,3%,4%,3%,Dengue-2 NS5 capping pilot replicate=2.4
Cc1ccc(-c2nc3c(c(=O)[nH]c(=O)n3Cc3ccccc3)n2Cc2ccccc2)o1,x,-2.8%,-13%,-1.0%,2%,-13%,18%,11%,-1%,
COc1ccccc1Oc1c(C)oc2c(CN3CCOCC3)c(O)ccc2c1=O,1.7%,x,-10%,0.4%,-11%,16%,-4%,15%,-8%,
CCC(C)NC(=O)C1(C)CCC(=O)N1Cc1ccccc1OC (stereo not drawn),-0.2%,-3.2%,2%,-0.3%,-8%,-14%,7%,0%,9%,
OCCN1CCN(c2nc(NCc3ccco3)c3ccccc3n2)CC1,3.0%,-2.8%,2%,0.2%,-3%,-16%,16%,2%,-3%,
COC(=O)c1cc(S(=O)(=O)Nc2ccc(C)c(F)c2)c[nH]1,0.4%,x,-1%,1.0%,-7%,-13%,11%,x,x,
COc1cc(C(C)=O)ccc1Oc1cc(NN2CCCCC2)c([N+](=O)[O-])cc1[N+](=O)[O-],3.2%,x,2%,-1.1%,-6%,-7%,5%,7%,2%,
COc1ccc(-n2c(=O)cc(N3CCN(c4ccccc4OC)CC3)[nH]c2=O)cc1,0.0%,-2.6%,-1%,0.2%,-6%,0%,10%,2%,2%,
COc1ccc(OCc2nn3c(Cn4cnc5ccccc54)nnc3s2)cc1,-1.1%,0.8%,-1%,-0.2%,0%,-9%,20%,0%,14%,
CCn1cc(CN2CCN(Cc3ccc(C)o3)C(CCO)C2)c2ccccc21 (stereo not drawn),-2.2%,-0.6%,-2%,-1.1%,-9%,20%,9%,x,x,
CCC1(C)CC(=O)N(c2ccc(C(=O)O)c(O)c2)C1=O (stereo not drawn),1.1%,0.1%,-1%,0.2%,-12%,2%,3%,24%,-6%,
CCOC(=O)C1=C(COC(=O)/C=C/c2ccc(SC)cc2)NC(=O)NC1C (stereo not drawn),1.3%,x,-5%,x,x,x,-1%,5%,-2%,
CCSCCOC(=O)C1=C(C)NC(=O)NC1c1cccc(OC)c1OC (stereo not drawn),1.2%,1.3%,-1%,-0.2%,-8%,17%,-3%,2%,-14%,
COc1cccc(CN2CC(C(=O)N(C)Cc3[nH]c4ccccc4c3C)CCC2=O)c1 (stereo not drawn),1.3%,x,-7%,-0.2%,-6%,-15%,11%,18%,-7%,
C#CC(C)(CC)NC(=O)c1cc(OC)c(OC)c(OC)c1 (stereo not drawn),0.5%,-2.3%,-2%,x,-1%,-7%,4%,6%,29%,
C/C(=N/NC(=O)c1ccc(C)s1)c1cccnc1,1.0%,x,-7%,0.2%,-3%,0%,-2%,11%,6%,
CCCCN1C(=O)N(C)C2NC(=S)NC21 (stereo not drawn),x,x,x,0.6%,0%,18%,x,9%,-4%,
COc1cc(CNc2ncn[nH]2)ccc1OCc1ccccc1C,-1.2%,2.8%,0%,-0.5%,-6%,0%,-4%,8%,-9%,
O=C(O)/C=C\C(=O)Nc1cccc(NC(=O)c2ccccc2)c1,0.4%,-1.3%,-1%,0.0%,-6%,6%,4%,8%,0%,
Cc1ccc(C)c(N2CCN(C(=O)CCCCn3c(=O)[nH]c4ccccc4c3=O)CC2)c1,20%,0.3%,-10%,1.8%,0%,11%,11%,18%,-3%,
O=C(CCCN1C(=O)c2cccc3cccc(c23)C1=O)N1CCN(c2ccccc2)CC1,5.3%,-0.9%,-2%,-0.6%,-6%,-5%,5%,2%,-4%,
CCOC(=O)c1[nH]c(C)c(CN(CCc2ccccc2)S(C)(=O)=O)c1C,-1.4%,-0.4%,-4%,-0.8%,-5%,18%,5%,2%,2%,
O=C(CCC(=O)OCC(=O)c1ccccc1)NC1CCCCC1,1.5%,0.6%,-8%,0.1%,-3%,-13%,7%,2%,-3%,
CC(C)c1ccc[n+](-c2nc([O-])sc2C=O)c1,x,x,x,1.5%,1%,-9%,x,15%,0%,
O=C(Cn1nc2n(c1=O)-c1ccccc1SC2)N/N=C/c1cccnc1,-0.2%,x,13%,0.0%,-7%,6%,9%,23%,-4%,
Cc1ccc(S(=O)(=O)N2c3ccccc3-c3c(ssc3=S)C2(C)C)cc1,2.8%,1.9%,-4%,-0.6%,12%,-2%,4%,11%,-14%,
Cc1noc(C)c1C(=O)Nc1nnc(-c2ccccc2)s1,5.9%,-0.9%,9%,0.1%,-6%,9%,12%,13%,-19%,
COc1cc(OC)nc(-n2ncc(OC)c(Br)c2=O)n1,0.3%,1.5%,3%,0.1%,-2%,8%,6%,9%,-20%,
O=C(COc1cccnc1[N+](=O)[O-])NCCc1ccc(Cl)cc1,-0.5%,2.1%,-7%,-0.3%,1%,-9%,1%,-2%,13%,
Cc1nn(C)c(C(=O)NCc2ccc(Cl)cc2)c1Cl,1.8%,-0.3%,2%,-2.2%,2%,-9%,4%,7%,-2%,
Cc1cccc(NC(=O)c2ccc3c(c2)CCN3S(C)(=O)=O)c1,3.9%,x,x,-0.8%,-7%,-1%,-5%,12%,7%,
O=C(NNS(=O)(=O)c1ccccc1[N+](=O)[O-])c1ccccc1[N+](=O)[O-],2.5%,2.2%,-6%,0.4%,-4%,4%,9%,13%,12%,
COc1ccc(NC(=O)CN2C(=O)CC(C)S(=O)(=O)c3ccccc32)cc1 (stereo not drawn),0.0%,x,-11%,-0.2%,-8%,14%,-5%,15%,2%,
CCCNC(=O)c1ccc2c(=O)c(O)c(-c3ccc(C)cc3)[nH]c2c1,-4.2%,x,-12%,-0.2%,-4%,-1%,8%,9%,-3%,
Cc1cc(C)c(C2=Nn3c(C)nnc3SC2C)cc1C (stereo not drawn),3.3%,x,-2%,-0.2%,-8%,4%,9%,3%,4%,
C=C1SC(Nc2c(C)cccc2C)=NC12CCCCC2,0.5%,x,x,-0.5%,-2%,-3%,x,8%,19%,
Cc1ccc(C2=N/C(=C/c3cccs3)C(=O)N2Nc2ccccc2)cc1,20%,-0.2%,-1%,-0.9%,3%,0%,6%,-7%,16%,
CC(O)CNc1nc2sc3c(c2c(=O)n1Cc1ccco1)CCCCC3 (stereo not drawn),8.0%,x,-5%,0.2%,1%,4%,6%,6%,-1%,
Cc1ccc(-c2nc(NCc3ccc(F)cc3)n(S(C)(=O)=O)n2)cc1,2.8%,-1.9%,-2%,-0.4%,-1%,8%,-1%,5%,-1%,
Cn1cnnc1SCC(=O)c1cc2ccccc2o1,0.8%,0.6%,-14%,-0.4%,2%,7%,5%,14%,-5%,
CC(C)(C)c1ccc(CNC(=O)C2CCCN2C(=O)Nc2ccccc2)cc1 (stereo not drawn),2.8%,x,-6%,-0.7%,-2%,-1%,13%,7%,-4%,
N#Cc1cc(C(=O)c2cc(Br)ccc2O)cn(Cc2ccccc2)c1=O,2.1%,-1.4%,-18%,-1.9%,1%,5%,4%,3%,6%,
